Bioassay records as filed in PubChem BioAssay.
SUMO1-SIM PPI – modulators of SUMO1 protein-protein interactions, primary screen, biochemical, uHTS | Small ubiquitin-related modifier 1 (Homo sapiens), P63165 | SUMO1 binding to a labelled peptide, TR-FRET, 1 h | inhibition, % at 20 µM | actives 0.33% (n = 360,000); in the data active = inhibition above about 37%
Target sequence (P63165 whole entry, looked up): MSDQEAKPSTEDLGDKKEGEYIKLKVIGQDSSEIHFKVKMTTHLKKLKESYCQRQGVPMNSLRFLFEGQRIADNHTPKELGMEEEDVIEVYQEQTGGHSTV
NRP1-CendR mod – modulators of CendR peptide binding to NRP-1, primary screen, biochemical, fluorescence polarization, uHTS; Neuropilin-1 (Homo sapiens), O14786; FAM-RPARPAR peptide binding to NRP-1; inhibition, % at 25 µM; actives 0.85% (n = 360,000); AID 602438, 2012;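 active = inhibition or corrected inhibition above about 18%, plus a signal ratio from 0.5 to 1.5, limit read from the data, passing the limit was not always enough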; also: strong numbers were not always called active
SKN-1 block – suppressors of acrylamide-induced Pgst-4::GFP reporter in worms, primary screen, SKN-1 inhibitor project, whole organism, uHTS, GFP/RFP fluorescence ratio, strain VP596; C. elegans VP596 Pgst-4::GFP/RFP ratio, 24 h; inhibition, % at 21.8 µM; actives 0.49% (n = 360,000);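 active = interference check ratio from 0.5 to 1.5 plus GFP to RFP signal ratio inhibition reaching or exceeding a fixed threshold, cut at about 30% in these data, passing the limit was not always enough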; also: some compounds called inactive have numbers as strong as hits
DNMT1 block – human DNMT1 methyltransferase inhibitors, primary screen, biochemical, molecular beacon, fluorescence, HinP1I cleavage, uHTS | inhibition (reported as % activation of signal), % at 10 µM | AID 588458, 2011 | DNA (cytosine-5)-methyltransferase 1 (Homo sapiens), P26358 | actives 0.83% (n = 360,000); in the data active = inhibition above about 50%
Neddyl block – inhibitors of cullin neddylation, primary screen, biochemical, TR-FRET, uHTS, NAE and Ubc12; actives 0.58% (n = 360,000); calls only at 25 µM; AID 651699, 2012; in the data active = inhibition above about 36%
NadD block – inhibitors of S. aureus NadD, primary screen, biochemical, colorimetric, uHTS; Nicotinate-nucleotide adenylyltransferase NadD (Staphylococcus aureus N315); purified NadD enzyme, colorimetric absorbance read-out; inhibition, % at 20 µM; actives 0.78% (n = 360,000); in the data active = inhibition above about 26%; also: some compounds past the cut are filed as inactive
LMPTP inh – LMPTP phosphatase inhibitors, primary screen, biochemical, fluorescence intensity, uHTS; inhibition, % at 20 µM; recombinant LMPTP-A, OMFP fluorogenic substrate; Low molecular weight phosphotyrosine protein phosphatase (Homo sapiens), P24666; AID 651560, 2012; actives 0.22% (n = 360,000);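 active = compounds that cut the enzyme signal by at least half of the control window in the single-dose screen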;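 also: plate controls were DMSO wells with enzyme plus substrate for no effect and substrate without enzyme for full effect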
Target sequence (P24666 whole entry, looked up): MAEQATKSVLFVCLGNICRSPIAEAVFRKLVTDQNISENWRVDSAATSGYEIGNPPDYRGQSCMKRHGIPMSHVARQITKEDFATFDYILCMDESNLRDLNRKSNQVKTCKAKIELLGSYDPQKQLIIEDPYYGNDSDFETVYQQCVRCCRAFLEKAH
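Test system – LMPTP-A enzyme · Amount – LMPTP-A at 0.625 nM final in the reaction · Buffer or medium – Bis-Tris pH 6.0, DTT, detergent · Reagent – OMFP 400 µM · Doses – single 20 µM dose · Schedule – reaction 50 min, room temperature, dark · Detection – fluorescence intensity of OMFP turnover product · Evaluation – percent inhibition versus substrate-only and uninhibited controls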
STEP block – STEP phosphatase inhibitors, primary screen, biochemical, fluorescence intensity, uHTS | Tyrosine-protein phosphatase non-receptor type 5 (Homo sapiens), P54829 | actives 0.25% (n = 360,000) | recombinant STEP, OMFP fluorogenic substrate | AID 588621, 2011 | inhibition, % at 20 µM;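 active = inhibition at 20 µM, scaled per plate between control wells, above about 37%, limit read from the data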;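 also: 0% = DMSO with enzyme and substrate and 100% = substrate only without enzyme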
Target sequence (P54829 whole entry, looked up): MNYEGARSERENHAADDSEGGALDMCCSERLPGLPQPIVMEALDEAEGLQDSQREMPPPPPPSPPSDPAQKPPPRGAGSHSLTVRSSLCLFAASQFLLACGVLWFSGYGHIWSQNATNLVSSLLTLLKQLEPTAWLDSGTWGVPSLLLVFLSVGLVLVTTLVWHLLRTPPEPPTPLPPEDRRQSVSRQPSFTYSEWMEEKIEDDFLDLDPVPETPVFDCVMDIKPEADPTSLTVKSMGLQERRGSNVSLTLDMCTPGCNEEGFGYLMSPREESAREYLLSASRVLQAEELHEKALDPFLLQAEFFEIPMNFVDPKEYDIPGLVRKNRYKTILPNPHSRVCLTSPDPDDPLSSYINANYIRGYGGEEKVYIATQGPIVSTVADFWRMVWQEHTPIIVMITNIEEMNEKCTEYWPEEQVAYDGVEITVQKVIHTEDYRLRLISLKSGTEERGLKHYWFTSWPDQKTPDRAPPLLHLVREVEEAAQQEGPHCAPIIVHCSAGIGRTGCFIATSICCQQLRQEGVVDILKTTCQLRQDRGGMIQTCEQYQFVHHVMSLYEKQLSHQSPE
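Assay system: isolated STEP enzyme / Timing: 20 min at room temperature, dark / Doses: 20 µM, 1% DMSO / Technique: fluorescence intensity, excitation 480 nm, emission 540 nm / Reagent: fluorogenic phosphatase substrate OMFP at 25 µM final / Measure: percent inhibition scaled to no-enzyme and uninhibited-enzyme controls, plate-pattern corrected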
Tb MetRS inh – T. brucei MetRS inhibitors, primary screen, biochemical, luminescence. methionyl-tRNA synthetase (Trypanosoma brucei brucei). purified T. brucei MetRS, ATP depletion, Kinase-Glo luminescence. inhibition, % at 11.9 µM. actives 0.4% (n = 360,000). AID 624268, 2012;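 active = inhibition above a per-plate cutoff of the control wells' mean inhibition plus 3 SD, cut at about 5.5% in these data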;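 also: 0% = DMSO wells median and 100% = median of wells with control inhibitor compound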
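Test system – parasite MetRS enzyme · Reagent – substrates ATP, L-methionine and bulk Escherichia coli tRNA · Doses – 11.9 µM compound single dose, 0.9% DMSO · Times – 15 min enzyme-compound preincubation, 2 h reaction, 10 min detection, 25 °C · Signal – Kinase-Glo luminescence, ATP depletion format · Controls – DMSO-only wells as low control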
Scp-1 inhibitor – Scp-1 phosphatase inhibitors, primary screen, biochemical, colorimetric, uHTS; actives 0.88% (n = 340,000); AID 493091, 2011; Recombinant Scp1, phosphopeptide, malachite green phosphate absorbance; Carboxy-terminal domain RNA polymerase II polypeptide A small phosphatase 1 (Homo …; inhibition, % at 20 µM;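 active = inhibition above about 50% at 20 µM, limit read from the data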;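 also: plate controls were DMSO wells with enzyme for no effect and wells lacking enzyme for full effect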
Target sequence (Q9GZU7 76-261 limits assumed): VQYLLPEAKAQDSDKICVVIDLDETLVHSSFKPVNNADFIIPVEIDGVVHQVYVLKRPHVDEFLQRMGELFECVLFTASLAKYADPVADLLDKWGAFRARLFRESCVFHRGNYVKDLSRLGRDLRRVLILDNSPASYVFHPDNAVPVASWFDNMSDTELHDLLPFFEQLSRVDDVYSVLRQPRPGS
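Test system: SCP-1 phosphatase catalytic domain, residues 76-261; measured by: colorimetric phosphate reagent with accelerator and stabiliser, absorbance at 630 nm; timing: enzyme reaction 45 min at room temperature, colour 5 min, stabilisation 30 min; also added: Phosphorylated 17-residue peptide substrate; compound dosing: one concentration, 20 µM, with 1.0% DMSO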
* hit, by the source's call.

What do the screens show for `COCCSc1ccccc1C(=O)NCc1ccc2c(c1)OCO2`?
SUMO1-SIM PPI: -4.4; NRP1-CendR mod: 4.0; SKN-1 block: -4.0; DNMT1 block: 0.5; Neddyl block: inactive; NadD block: -3.6; LMPTP inh: 0.6; STEP block: 0.0; Tb MetRS inh: -2.6; Scp-1 inhibitor: -1.3

Results for CC(=O)Nc1ccc(N=Nc2ccccc2)cc1 ?
SUMO1-SIM PPI: -23.5; NRP1-CendR mod: 2.3; SKN-1 block: 21.7; DNMT1 block: -1.6; Neddyl block: inactive; NadD block: -9.3; LMPTP inh: -0.6; STEP block: -0.7; Tb MetRS inh: -0.4; Scp-1 inhibitor: -5.1

Results for O=c1[nH]c2cccc(F)c2n2cccc12 ?
SUMO1-SIM PPI: 1.4; NRP1-CendR mod: -2.5; SKN-1 block: 11.6; DNMT1 block: 0.4; Neddyl block: inactive; NadD block: 0.8; LMPTP inh: -1.0; STEP block: -2.1; Tb MetRS inh: -0.3; Scp-1 inhibitor: 4.2

What do the screens show for `C=C(C)Cn1c(CCNC(=O)CC)nc2ccccc21`?
SUMO1-SIM PPI: 5.4; NRP1-CendR mod: -2.8; SKN-1 block: -34.6; DNMT1 block: 0.1; Neddyl block: inactive; NadD block: -1.4; LMPTP inh: -0.1; STEP block: -0.3; Tb MetRS inh: -1.2; Scp-1 inhibitor: 2.8

How did COc1ccc(-c2noc(CCCC(=O)NCCc3ccccc3)n2)cc1OC do in these assays?
SUMO1-SIM PPI: 0.5; NRP1-CendR mod: 2.2; SKN-1 block: -5.4; DNMT1 block: -1.4; Neddyl block: inactive; NadD block: -10.9; LMPTP inh: 0.6; STEP block: -1.6; Tb MetRS inh: 0.0; Scp-1 inhibitor: -12.1

How did O=C(Cn1cc(COc2ccc3ccccc3c2)nn1)NS(=O)(=O)c1cccc(OC(F)F)c1 do in these assays?
SUMO1-SIM PPI: 1.1; NRP1-CendR mod: -7.8; SKN-1 block: 5.5; DNMT1 block: -4.0; Neddyl block: inactive; NadD block: 1.9; LMPTP inh: -3.2; STEP block: -3.6; Tb MetRS inh: -0.4

Results for CCOP(=O)(/C(C#N)=C(\C)O)c1ccccc1 (centres undefined) ?
SUMO1-SIM PPI: 2.3; NRP1-CendR mod: -0.9; SKN-1 block: 3.3; DNMT1 block: 1.0; Neddyl block: inactive; NadD block: 6.5; LMPTP inh: -0.6; STEP block: -0.8; Tb MetRS inh: -0.6; Scp-1 inhibitor: -2.8

How did COC(=O)C1=C(Nc2ccccc2NC(=O)c2ccccc2C(=O)O)CSC1 do in these assays?
SUMO1-SIM PPI: -3.2; NRP1-CendR mod: 1.0; SKN-1 block: 0.2; DNMT1 block: -1.2; Neddyl block: inactive; NadD block: 7.5; LMPTP inh: 0.1; STEP block: -2.3; Tb MetRS inh: -1.0; Scp-1 inhibitor: -8.9

How did CCOC(=O)N1CCN(C(=O)C(NC(=O)c2ccc(C(C)(C)C)cc2)C(C)C)CC1 (centres undefined) do in these assays?
SUMO1-SIM PPI: 1.8; NRP1-CendR mod: -1.1; SKN-1 block: -0.9; DNMT1 block: -2.8; Neddyl block: inactive; NadD block: 2.0; LMPTP inh: -0.1; STEP block: 1.5; Tb MetRS inh: -0.1; Scp-1 inhibitor: -0.7

Results for Cc1ccc(NC(=O)Nc2cccn(Cc3c(F)cccc3Cl)c2=O)cc1 ?
SUMO1-SIM PPI: 3.6; NRP1-CendR mod: -16.2; SKN-1 block: -11.7; DNMT1 block: -7.1; Neddyl block: inactive; NadD block: -7.1; LMPTP inh: 2.3; STEP block: 0.8; Tb MetRS inh: 0.0; Scp-1 inhibitor: -3.5

Results for COc1ccc(S(=O)(=O)N2CCCN(S(=O)(=O)c3ccc(OC)c(C)c3)CC2)cc1C ?
SUMO1-SIM PPI: 3.5; NRP1-CendR mod: 2.8; SKN-1 block: 10.6; DNMT1 block: -7.8; Neddyl block: inactive; NadD block: -10.8; LMPTP inh: 3.3; STEP block: 1.1; Tb MetRS inh: -0.3; Scp-1 inhibitor: -16.8

What do the screens show for `Cc1ccc2cc(C#N)c(NCCCNC(=O)C3CCCO3)nc2c1` (centres undefined)?
SUMO1-SIM PPI: 0.8; NRP1-CendR mod: -12.9; SKN-1 block: 2.9; DNMT1 block: -4.8; NadD block: 2.7; LMPTP inh: -1.0; STEP block: 6.5; Tb MetRS inh: 0.4; Scp-1 inhibitor: -2.5

How did C[C@@H](C(=O)NNC(=O)c1ccc(Cl)cc1)N1C(=O)C2CC=CCC2C1=O (some centres undefined) do in these assays?
SUMO1-SIM PPI: 30.6; NRP1-CendR mod: 2.6; SKN-1 block: 0.5; DNMT1 block: 1.8; Neddyl block: inactive; NadD block: 1.5; LMPTP inh: 0.1; STEP block: -1.9; Tb MetRS inh: -0.4; Scp-1 inhibitor: -1.1

How did CN(C)/C=C/C(=O)c1ccccc1 do in these assays?
SUMO1-SIM PPI: 1.1; NRP1-CendR mod: -2.6; SKN-1 block: -4.6; DNMT1 block: 5.2; Neddyl block: inactive; NadD block: -2.7; LMPTP inh: 3.4; STEP block: -0.2; Tb MetRS inh: -1.5; Scp-1 inhibitor: -5.6

Results for CC(=O)c1ccc(N2CCN(S(=O)(=O)c3ccc(-c4cc(C)no4)s3)CC2)cc1 ?
SUMO1-SIM PPI: -1.6; NRP1-CendR mod: 7.2; SKN-1 block: 1.6; DNMT1 block: 0.8; Neddyl block: inactive; NadD block: -4.9; LMPTP inh: -0.7; STEP block: -0.1; Tb MetRS inh: 0.0; Scp-1 inhibitor: -5.3

Results for O=C1CCC(C(=O)OCc2nnc(-c3ccccc3)o2)=NN1 ?
SUMO1-SIM PPI: 1.3; NRP1-CendR mod: 5.7; SKN-1 block: -5.7; DNMT1 block: -1.4; Neddyl block: inactive; NadD block: 0.4; LMPTP inh: -1.1; STEP block: -3.9; Tb MetRS inh: -0.4; Scp-1 inhibitor: -0.4

Results for N#C/C(=C\c1c[nH]c2ccc(Br)cc12)c1ccccn1 ?
SUMO1-SIM PPI: -7.0; NRP1-CendR mod: -1.2; SKN-1 block: 0.5; DNMT1 block: -4.8; Neddyl block: inactive; NadD block: 2.3; LMPTP inh: 3.4; STEP block: -3.5; Tb MetRS inh: 0.8; Scp-1 inhibitor: -0.3

How did O=Cc1cccn1Cc1ccc(Cl)cc1Cl do in these assays?
SUMO1-SIM PPI: 0.6; NRP1-CendR mod: -1.1; SKN-1 block: -1.6; DNMT1 block: 3.1; Neddyl block: inactive; NadD block: -4.9; LMPTP inh: -1.2; STEP block: -0.8; Tb MetRS inh: 0.2; Scp-1 inhibitor: -5.3

What do the screens show for `CCCCOC(=O)c1ccc(NC(=O)c2cc(Cl)ccc2OC)cc1`?
SUMO1-SIM PPI: 9.1; NRP1-CendR mod: 5.3; SKN-1 block: 11.6; DNMT1 block: -8.4; Neddyl block: inactive; NadD block: -1.3; LMPTP inh: 4.0; STEP block: 2.4; Tb MetRS inh: -0.7; Scp-1 inhibitor: -15.0

How did CCOC(=O)C1=NNC(C(=O)O)C1c1ccccc1 (centres undefined) do in these assays?
SUMO1-SIM PPI: -1.2; NRP1-CendR mod: -0.6; SKN-1 block: 12.8; DNMT1 block: -3.8; Neddyl block: inactive; NadD block: -4.4; LMPTP inh: -0.8; STEP block: 0.9; Tb MetRS inh: -0.5; Scp-1 inhibitor: 7.1

What do the screens show for `Oc1ccc(Br)cc1CN1CCCCCCC1`?
SUMO1-SIM PPI: -8.4; NRP1-CendR mod: 5.8; SKN-1 block: 10.5; DNMT1 block: 1.3; Neddyl block: inactive; NadD block: 0.6; LMPTP inh: 0.3; STEP block: -2.5; Tb MetRS inh: -0.5; Scp-1 inhibitor: 5.2

How did Nc1c(CO)nnn1-c1ccccc1 do in these assays?
SUMO1-SIM PPI: 6.0; NRP1-CendR mod: -7.5; SKN-1 block: -1.8; DNMT1 block: 2.5; Neddyl block: inactive; NadD block: 1.3; LMPTP inh: -2.0; STEP block: -1.6; Tb MetRS inh: 0.7; Scp-1 inhibitor: -9.0

How did Cc1ccc(NC(=O)CN(C)C(=O)c2ccc(C(F)(F)F)cc2)cc1 do in these assays?
SUMO1-SIM PPI: 2.5; NRP1-CendR mod: -1.1; SKN-1 block: -0.5; DNMT1 block: 1.7; Neddyl block: inactive; NadD block: -7.6; LMPTP inh: 0.6; STEP block: -2.5; Tb MetRS inh: 6.2*; Scp-1 inhibitor: -6.3

How did CCOc1cc(NC(=S)NCC(C)C)c(OCC)cc1NC(=O)c1ccco1 do in these assays?
SUMO1-SIM PPI: -0.4; NRP1-CendR mod: -9.1; SKN-1 block: -3.1; DNMT1 block: -4.9; Neddyl block: inactive; NadD block: -3.9; LMPTP inh: -1.8; STEP block: 2.5; Tb MetRS inh: -0.3; Scp-1 inhibitor: -3.1

What do the screens show for `Cc1ccccc1-c1nc(CS(=O)CC(=O)NC2CCCC2)c(C)o1` (centres undefined)?
SUMO1-SIM PPI: 2.2; NRP1-CendR mod: 6.0; SKN-1 block: 9.5; DNMT1 block: 2.0; Neddyl block: inactive; NadD block: 5.4; LMPTP inh: -1.5; STEP block: -1.3; Tb MetRS inh: -0.1; Scp-1 inhibitor: -8.8

What do the screens show for `CS(=O)(=O)Nc1ccc(-c2nnc3n2CCCCC3)cc1`?
SUMO1-SIM PPI: -3.4; NRP1-CendR mod: 4.1; SKN-1 block: -5.3; DNMT1 block: 2.5; Neddyl block: inactive; NadD block: -5.4; LMPTP inh: -1.6; STEP block: -3.5; Tb MetRS inh: -0.6; Scp-1 inhibitor: -6.8

Not a hit list (roughly 4.6% active in at least one column).
